Source: PubChem (several laboratories)
TRPC6 inhibitor – mouse TRPC6 channel inhibitors, primary screen, cell-based, HEK293, membrane potential dye. hit rate 1.1% among 310,000. ACh-evoked depolarization; hits give low values. Short transient receptor potential channel 6 (Mus musculus), Q61143. B-score at 10 µM;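 active means B-score under library mean minus 3 SD, initial fluorescence not abnormally high, positive integrated signal ratio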;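 further: B-score derived from integrated fluorescence ratio over the kinetic read; more negative B-score means stronger inhibition of depolarization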
ANO1 block – TMEM16A chloride channel inhibitors, primary screen, cell-based, HTS. HEK293 TMEM16A/YFP iodide influx fluorescence, ionomycin. Anoctamin-1 (Mus musculus), Q8BHY3. AID 588511, 2011. normalized B-score (activity score, 25-100; higher = stronger inhibition) at 10 µM. hit rate 1.2% among 310,000;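 active means ratio plate-corrected score three or more library SD toward inhibition, starting fluorescence score within five deviations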;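 further: score derived from kinetic fluorescence span divided by baseline fluorescence per well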
TRPC6 activator – mouse TRPC6 channel activators, primary screen, cell-based, HEK293, membrane potential dye; HEK293-TRPC6 membrane potential dye fluorescence; hits give high values; hit rate 0.13% among 310,000; B-score at 10 µM;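 active means B-score of the integrated fluorescence ratio above library mean plus 3 SD, and starting fluorescence ratio within library mean plus 5 SD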;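 further: higher score means more depolarization so channel activation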
MrgX1 antag – antagonists of human MrgX1 receptor, primary screen, HEK293 cells, Fluo-4 calcium flux; Mas-related G-protein coupled receptor member X1 (Homo sapiens), Q96LB2; BAM8-22 antagonism; hits give low values; B-score at 10 µM; hit rate 1.3% among 310,000; AID 588676, 2011;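 active means calcium-response B-score plate-corrected more than 3 library SD below zero, starting fluorescence within 5 deviations, no agonist response on first addition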;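 further: peak minus trough fluorescence over baseline after final BAM8-22 challenge near maximal dose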
TRPC4 agonist – activators of mouse TRPC4 channel, primary screen, Fluo4 calcium, HEK293 TRPC4beta/mu-opioid cells; Short transient receptor potential channel 4 (Mus musculus), Q9QUQ5; Fluo4 calcium fluorescence; hits give high values; B-score at 10 µM; hit rate 0.49% among 310,000;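 active means B-score above 5 SD of library B-scores, and initial fluorescence ratio not above library mean plus 5 SD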;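 further: positive B-score marks a calcium rise read as TRPC4 activation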
Target sequence (Q9QUQ5 whole entry, looked up): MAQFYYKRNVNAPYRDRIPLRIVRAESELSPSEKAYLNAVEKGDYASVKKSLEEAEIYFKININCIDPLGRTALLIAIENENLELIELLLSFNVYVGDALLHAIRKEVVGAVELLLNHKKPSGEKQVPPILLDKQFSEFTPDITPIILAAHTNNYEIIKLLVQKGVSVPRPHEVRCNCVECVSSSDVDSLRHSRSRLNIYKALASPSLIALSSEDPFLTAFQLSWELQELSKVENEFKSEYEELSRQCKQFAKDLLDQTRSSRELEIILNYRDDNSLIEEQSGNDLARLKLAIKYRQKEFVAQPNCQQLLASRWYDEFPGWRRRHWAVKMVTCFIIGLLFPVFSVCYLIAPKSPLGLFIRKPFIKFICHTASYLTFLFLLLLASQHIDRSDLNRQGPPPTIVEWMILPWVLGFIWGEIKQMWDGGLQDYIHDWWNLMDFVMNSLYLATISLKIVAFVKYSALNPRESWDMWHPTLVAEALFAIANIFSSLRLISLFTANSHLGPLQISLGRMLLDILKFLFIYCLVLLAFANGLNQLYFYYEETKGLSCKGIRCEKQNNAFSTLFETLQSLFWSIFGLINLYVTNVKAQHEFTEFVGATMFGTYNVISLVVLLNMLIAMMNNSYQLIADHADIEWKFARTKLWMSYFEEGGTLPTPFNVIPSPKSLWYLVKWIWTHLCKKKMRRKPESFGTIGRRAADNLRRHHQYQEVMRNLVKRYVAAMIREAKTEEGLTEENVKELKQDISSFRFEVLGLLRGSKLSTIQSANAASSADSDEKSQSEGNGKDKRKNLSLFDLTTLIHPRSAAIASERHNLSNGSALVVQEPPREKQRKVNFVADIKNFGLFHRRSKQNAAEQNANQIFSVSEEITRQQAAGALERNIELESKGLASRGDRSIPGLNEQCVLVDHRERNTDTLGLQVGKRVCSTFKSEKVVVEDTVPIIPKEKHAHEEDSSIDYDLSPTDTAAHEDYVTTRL
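Test system: HEK293 cells stably co-expressing mouse TRPC4beta and mu-opioid receptor | Schedule: Fluo4 dye loading 45 min at room temperature, 110 s recording | Measured by: Kinetic Fluo4 calcium fluorescence, 5 s baseline at 1 Hz | Evaluation: B score of integrated ratio | Controls: Buffer (low) and maximal DAMGO (high)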
TRPC4 block – inhibitors of mouse TRPC4 channel, primary screen, Fluo4 calcium, HEK293 TRPC4beta/mu-opioid cells; DAMGO-evoked Fluo4 calcium flux; hits give low values; Short transient receptor potential channel 4 (Mus musculus), Q9QUQ5; hit rate 0.39% among 300,000; B-score at 10 µM; AID 2247, 2010;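 active means B-score over 3 SD under the library average, no early fluorescence shift, positive overall ratio signal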
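Assay system: HEK293 cells with stable TRPC4beta plus mu-opioid receptor expression; Probe or stimulus: DAMGO in two steps, submaximal then maximal; Dosing: single-point compound dosing; Measured by: Fluo4 calcium-dye fluorescence, kinetic read; Read-out basis: B score from integrated Fluo4 fluorescence ratio.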
MrgX1 allo act – positive allosteric modulators of MrgX1, primary screen, HEK293 cells, Fluo-4 calcium flux; Mas-related G-protein coupled receptor member X1 (Homo sapiens), Q96LB2; hit rate 0.63% among 310,000; B-score at 10 µM; FDSS; hits give high values; AID 588675, 2011;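 active means plate-corrected calcium response at least 3 library SD above typical, normal starting fluorescence, not activating the receptor alone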;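 further: compound read alongside a low EC10 to EC30 dose of BAM8-22 agonist; peak minus trough fluorescence over baseline measured at the second addition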
TRPC4 PAM – positive allosteric modulators of TRPC4, primary screen, cell-based, mouse TRPC4beta, HEK293 mu-opioid, Fluo-4 calcium; Short transient receptor potential channel 4 (Mus musculus), Q9QUQ5; DAMGO EC20, Fluo-4 Ca2+ flux; hits give high values; B-score at 10 µM; hit rate 0.42% among 310,000; AID 2227, 2009;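 active means B-score of calcium response area above 5 SD of library B-scores, with initial fluorescence ratio within 5 SD of library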;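 further: B-score of integrated fluorescence ratio over time as area under calcium response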
TMEM16A act – TMEM16A chloride channel activators or potentiators, primary screen, cell-based, HTS. Anoctamin-1 (Mus musculus), Q8BHY3. HEK293 TMEM16A/YFP-H148Q/I152L, iodide quench fluorescence; hits give low values. B-score at 10 µM. hit rate 0.3% among 340,000;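 active means fluorescence-ratio B-score plate-corrected deviation score at least 3 library SD below zero, with starting fluorescence score within 5 deviations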;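 further: channel opened by trigger with iodide after compound preincubation; score built on the fluorescence ratio of max minus min over baseline; more negative score means more quench and so TMEM16A activation or potentiation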
SKKanGAS inh – S. pyogenes SKKanGAS growth inhibitors in kanamycin, primary screen, streptokinase expression inhibitor project, SKKanGAS strain, BacTiter-Glo luminescence; 6 h; inhibition, % at 7.5 µM; hit rate 1.3% among 300,000; AID 1662, 2009;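 active means mean replicate score, as percent of positive control median, at least 50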;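 further: strain carries kanamycin resistance gene driven by streptokinase promoter and grows in 40 µg/ml kanamycin; loss of luminescence reflects streptokinase promoter inhibition or plain growth inhibition; 0% = median of DMSO wells and 100% = positive control at its reference dose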
MrgX1 agonist – agonists of human MrgX1 receptor, primary screen, HEK293 cells, Fluo-4 calcium flux. Mas-related G-protein coupled receptor member X1 (Homo sapiens), Q96LB2. Fluo-4 calcium fluorescence, agonist mode; hits give high values. B-score at 10 µM. hit rate 0.44% among 310,000. AID 588627, 2011;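 active means calcium response B-score plate-corrected fluorescence ratio at least 3 library SD, with starting fluorescence B-score inside 5 SD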
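Test system: HEK293 cells stably expressing human MrgX1 receptor; amount: 15,000 cells per well; doses: compound delivered in addition one of three; times: overnight plating before 1 h dye loading; detection: Fluo-4 NW calcium-flux fluorescence, kinetic read; read-out basis: B-scored fluorescence response ratio; controls: positive and negative controls per plate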
* hit, by the source's call; i = inactive; nt = no result given.

mol	TRPC6 inhibitor	ANO1 block	TRPC6 activator	MrgX1 antag	TRPC4 agonist	TRPC4 block	MrgX1 allo act	TRPC4 PAM	TMEM16A act	SKKanGAS inh	MrgX1 agonist
CCN(CC)CCN(CC(=O)N(C1CCCCC1)C1CCCCC1)C(=O)c1cccnc1	i	i	i	i	i	i	i	i	i	-1.1	i
CC(C)(C)OC(=O)[C@H](Cc1ccccc1)NC(=O)c1nc[nH]c1C(=O)NC1CCNCC1	i	i	i	i	i	i	i	i	i	3.2	i
O=C(O)c1cc(N/N=C/c2ccc(N3CCOCC3)s2)ccc1Cl	i	i	i	i	i	i	i	i	i	-0.3	i
O=C(CSc1ccc(-c2ccc(F)cc2)nn1)N1CCOCC1	i	i	i	i	i	i	i	i	i	-0.2	i
Cc1c(C)n(C(=O)CN2CCC(C)CC2)c2ccccc12	nt	i	nt	i	nt	nt	i	nt	i	-3.5	i
C=CCSc1nc2ccccc2c(=O)n1C1CCOC(C)(C)C1 (centres undefined)	i	i	i	i	i	i	11.4*	i	i	9.9	i
CCC(C)c1ccccc1NC(=O)Cc1coc2cc3c(cc12)CCC3 (centres undefined)	i	i	i	i	i	i	i	i	i	5.1	i
CC(C)(C)c1ccc(S(=O)(=O)N2CCC(CO)(CC3CCCCO3)CC2)cc1 (centres undefined)	-5.82*	i	i	i	i	i	i	i	i	-12.9	i
CC(C)C(=O)N1CCN(S(=O)(=O)c2ccc3ccccc3c2)CC1	i	i	i	i	i	i	i	i	i	-4.5	i
COc1ccc(C2C3=C(CC(C)(C)CC3=O)Oc3ncn(Cc4ccco4)c(=N)c32)cc1 (centres undefined)	-5.98*	i	i	i	i	i	i	i	i	-8.1	i
Cc1cc(C)nc(Nc2n[nH]c(-c3ccccc3N)n2)n1	i	i	i	i	i	i	i	i	i	-16.3	i
CSc1ccc(CN(C)C(=O)C(c2ccccc2)c2ccccc2)cc1	i	i	i	i	i	i	i	i	i	3.3	i
CCS(=O)(=O)N1Cc2ccccc2CC1C(=O)Nc1nc(C)cs1 (centres undefined)	i	i	i	i	i	i	i	i	i	14.9	i
Cc1cccc(C(C(=O)NC2CCCC2)N(C(=O)c2csnn2)C2CC2)c1 (centres undefined)	i	i	i	i	i	i	i	i	i	-0.4	i
Cn1c(N2CCOCC2)c(/C=N/OC(=O)c2cccnc2Cl)c2ccccc21	i	nt	i	nt	i	i	nt	i	i	-4.0	nt
O=C(NCC1COCCO1)c1cc(COc2ccc(F)cc2F)on1 (centres undefined)	i	i	i	i	i	i	i	i	i	3.9	i
Cc1cc(C)n2nc(-c3cnn(C)c3C(F)(F)F)c(Cl)c2n1	i	i	i	i	i	i	i	i	i	10.8	i
CCCCOC(=O)C1CN(c2ccccc2)N=C1C(C)=O (centres undefined)	i	i	i	i	i	i	i	i	i	-10.3	i
COc1cccc(NC(=O)c2cc(-c3ccc(C)o3)nc3ccccc23)c1	i	i	i	i	i	i	i	i	i	3.3	i
O=C(NCc1ccc(F)cc1)C1CCCN1C(=O)Nc1cccc(F)c1 (centres undefined)	i	i	i	i	i	i	i	i	i	0.1	i
COCCn1nnnc1C(C(C)C)N1CCSCC1 (centres undefined)	i	i	i	i	i	i	i	i	i	-8.1	i
O=C(CN1CCOCC1)Nc1cccc(Br)c1	i	i	i	i	i	i	i	i	i	-0.3	i
Cn1c(=O)[nH]c(=O)c2c1nc(CN1CCOCC1)n2CCc1ccccc1	i	i	i	i	i	i	i	i	i	-4.1	i
O=C(O)CN1C(=O)C2C3CC(C2C1=O)C1C(c2ccccc2)c2sc(=O)[nH]c2SC31 (centres undefined)	i	i	i	i	i	i	i	i	i	-4.0	i
O=C(O)c1ccc(O)c(O)c1	i	i	i	i	i	i	i	i	i	-2.0	i
Clc1ccc(-c2nc3ncccn3c2Nc2ccc3c(c2)OCCO3)cc1	i	i	i	i	i	i	i	i	i	1.4	i
CC(Sc1nc(-c2ccccc2)nc2c1COC(C)(C)C2)C(=O)N1CCOCC1 (centres undefined)	i	i	i	i	i	i	i	i	i	-6.4	i
[O-]/C(=C(\C(=S)NCCN1CCOCC1)[n+]1ccccc1)c1ccc(Cl)s1	i	i	i	i	i	i	i	i	i	3.1	i
O=C(c1ccncc1)N1CCN(c2ccc3ccccc3n2)CC1	i	i	i	i	i	i	i	i	i	-7.7	i
CC1=CC(C)(C)N2C(=O)C3(NCCc4c3[nH]c3ccccc43)c3cc(C)cc1c32 (centres undefined)	i	i	i	i	i	i	i	i	i	0.3	i
Cc1cc(CNC(=O)COC(=O)c2ccc(Cl)c(N)c2)cc(C)c1O	i	i	i	i	i	i	i	i	i	6.5	i
O=C1Nc2ccc([N+](=O)[O-])cc2OC1CCN1CCN(c2ccccc2)CC1 (centres undefined)	i	i	i	i	i	i	i	i	i	5.3	i
c1ccc(SCc2nc(-c3cccnc3)no2)cc1	i	i	i	i	i	nt	i	i	i	-1.4	i
CCCCn1c(SCC(=O)NC2CCS(=O)(=O)C2)nc2ccccc2c1=O (centres undefined)	i	i	i	i	i	i	i	i	i	-4.1	i
CCOC(=O)c1c(C)[nH]c(C(=O)N2CCN(CC)CC2)c1C	i	i	i	i	i	i	i	i	i	5.7	i
N#CC(C#N)=c1ccc2c(c1)N1C(c3ccccc3)=CC(c3ccccc3)C3CCCCC31N=2 (centres undefined)	i	i	i	i	i	i	i	i	i	17.5	i
COc1cccc(NC(=O)CNC(=O)N2CC(=O)Nc3ccccc32)c1	i	i	i	i	i	i	i	i	i	-1.6	i
Cc1ccc(-n2nc(C)c3c(C)c(CCC(=O)NC(C)c4ccccc4)c(C)nc32)cc1 (centres undefined)	i	i	i	i	i	i	i	i	i	8.4	i
CCNC(=O)N1CCCC(C(=O)c2ccc(C(F)(F)F)cc2)C1 (centres undefined)	i	i	i	i	i	i	i	i	i	-0.4	i
CC(Oc1ccc(Cl)cc1Cl)C(=O)Nc1ccc(S(=O)(=O)Nc2cnc3ccccc3n2)cc1 (centres undefined)	i	100*	i	i	i	i	i	i	nt	80.1*	i
COc1ccc(CN(C)Cc2nc(Cc3cccc(F)c3)no2)c2cccnc12	i	25*	i	i	i	i	i	i	i	-10.0	i
COc1ccc(C2=NOC(C(=O)N(C)Cc3ccccc3)C2)cc1 (centres undefined)	i	i	i	i	i	i	i	i	i	-15.9	i
O=C(/C=C/c1cccs1)NC1CCCC1	i	i	i	i	i	i	i	i	i	-4.5	i
Cc1cc(C)nc(NS(=O)(=O)c2ccc(NC(=O)Nc3ccccc3F)cc2)n1	i	i	i	i	i	i	i	i	i	-0.2	i
O=C(NNC(=O)c1ccc(Cl)cc1Cl)Nc1ccccc1	i	i	i	i	i	i	i	i	i	2.6	i
CCNC(=O)/C(C#N)=C/c1c(N(Cc2ccccc2)Cc2ccccc2)nc2ccccn2c1=O	i	i	i	i	i	i	i	i	i	9.0	i
COc1ccc(NC(=O)NCc2ccncc2)c(OC)c1	i	i	i	i	i	i	i	i	i	-1.2	i
CCOc1ccccc1/C=C\c1nc(O)c([N+](=O)[O-])c(=O)[nH]1	i	i	i	i	i	i	i	i	i	-2.0	i
O=C(Nc1ccc2c(c1)OCO2)c1cccs1	i	i	i	i	i	i	i	i	i	5.9	i
COc1ccccc1-n1c(=S)[nH]c2c(sc(=S)n2-c2ccc(C)cc2C)c1=O	i	i	i	i	i	i	i	i	i	1.6	i

(list continues)
mol	TRPC6 inhibitor	ANO1 block	TRPC6 activator	MrgX1 antag	TRPC4 agonist	TRPC4 block	MrgX1 allo act	TRPC4 PAM	TMEM16A act	SKKanGAS inh	MrgX1 agonist
O=c1nc(-c2ccccc2)c2ccccc2[nH]1	i	i	i	i	i	i	i	i	i	-1.0	i
CC1(C)COC(c2coc3ccccc3c2=O)OC1	i	i	i	i	i	i	i	i	i	-4.3	i
Cc1cc2cc(CNC(=O)Cc3ccc([N+](=O)[O-])cc3)ccc2n1C	i	i	i	i	i	i	i	i	i	-12.5	i
Cc1nn(CC(=O)Nc2ccc(Cl)cc2Cl)c(=O)c2ccccc12	i	i	i	i	i	i	i	i	i	-7.5	i
CCC1=NN2C(=N)/C(=C\c3cccn3-c3ccc(OC)cc3)C(=O)N=C2S1	i	i	i	i	i	i	i	i	i	21.3	i
CC1=[N+](CC(=O)c2ccccc2)CCn2cccc21	i	i	i	i	i	i	i	i	i	-10.7	i
CN(C)S(=O)(=O)c1cccc(C(=O)Nc2ccccc2Cl)c1	i	i	i	i	i	i	i	i	i	-2.0	i
COC(=O)CSc1ncnc2c1sc1nc3c(cc12)COC(C)(C)C3	i	i	i	i	i	i	i	i	i	15.3	i
Cc1ccc(N)c2c1OCCC2=O	i	i	i	i	i	i	i	i	i	-18.6	i
CCN1CCN(c2cc(C)c3cc(NC(=O)c4cccnc4Cl)ccc3n2)CC1	i	i	i	i	i	i	i	i	i	-3.9	i
COc1ccccc1CN1CC(C(=O)N2CCOCC2)CCC1=O (centres undefined)	i	i	i	i	i	i	i	i	i	-0.5	i
O=C(O)CC(NC(=O)C12CC3CC(CC(C3)C1)C2)c1ccc(F)cc1 (centres undefined)	i	i	i	i	i	i	i	i	nt	1.1	i
